# TCR act: T cell receptor activation; Potency, µM (series often up to 9.22 µM), for inactives: top-dose activation of IL-2 secretion, hits mostly activators; primary human leukocytes, anti-CD3, IL-2 HTRF, 48 h; 330,000 tested, under 10 active; also: % of control where 0% means no effect
#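 Using a-CD3 beads without co-stimulation, primary human leukocytes were exposed to compounds for 48 hr. An HTRF IL-2 kit measured the cytokine, with europium-to-d2 energy transfer producing emission at 665nm upon 320nm excitation.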
# TRPV1 ag: agonists of human vanilloid receptor 1 (TRPV1) | Q8NER1 | TRPV1-expressing cells, Fluo-8 calcium influx, agonist mode | activation, % at 8.33 µM | 0.19% of 320,000 active | AID 540275; in the data active = activation above about 80%; inconclusive = between about 30% and that limit; also: 0% is about no effect
#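 Fluo-8 calcium influx in TRPV1-expressing cells, kinetic read (ex 480/em 520 nm). Compound added and read 3 min for agonist activity, followed by capsaicin at EC20 final and 2 min further read for enhancement.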
# ELG1 repair inh: blocks ELG1-dependent DNA repair in HEK293T cells; 2.3% of 330,000 active; HEK293T ELG1-luciferase reporter, luminescence, 16 h; DNA damage induced by 5-fluorouridine; Potency, µM (top dose mostly 46.1 µM), for inactives: top-dose activity change, negative = inhibition, actives largely listed as inhibitors; also: potency is read from the fitted curve at half-maximal effect; % is scaled to controls: 0 for no effect and ±100 for the full control effect; nearly all actives have a fitted effect of over 55% in size
#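 Overnight (16 hr) co-exposure of 2,000 cells/well to 5-fluorouridine and compound at 37 °C preceded detection. Luciferase was quantified via ONE-Glo luminescence; loss of signal denotes inhibition.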
# Mito fusion act: inhibitors of mitochondrial division or activators of mitochondrial fusion. 0.23% of 320,000 active. Potency, µM (top dose mostly 46.1 µM), inactives show at the highest dose growth rescue (activation), usual class: activators. S. cerevisiae fusion-defective mutant growth rescue, CellTiterGlo 48 h. AID 485298;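 also: potency is read from the fitted curve at half-maximal effect; % of control where 0% means no effect; nearly all actives have a fitted effect of over 45% in size; temperature-sensitive fusion mutants such as fzo1-1 at 37 °C on non-fermentable ethanol glycerol medium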
#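 Yeast fusion mutant, YPEG (non-fermentable carbon), compound, 48 h at 37C non-permissive; CellTiterGlo added, 10 min RT, luminescence read. Rescued growth = division inhibition.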
# hERG WT inh: blocks the wildtype human KCNH2 potassium channel; Q12809; U2OS, BacMam KCNH2, thallium flux FluxOr; hits give low values; activity change, % at 1.84 µM; 0.37% of 340,000 active; AID 720551;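 active = maximum activity change below -70%; inconclusive = maximum activity change between -70% and -50%; inactive = maximum activity change above -50%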; also: % is scaled to controls: 0 for no effect and ±100 for the full control effect
#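 U2OS cells were transduced with wild-type KCNH2 virus (2.03 x 10^8 / mL) for 4 h at room temperature, then cultured overnight at 37 C. Thallium flux was read with FluxOr dye. Rate constants were normalized to DMSO controls.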
# TSHR antag: human thyrotropin receptor antagonism | P16473 | TSHR-expressing cells, TSH-stimulated cAMP HTRF, 2 h; hits give low values | activity change, negative = inhibition, % at 11.5 µM | 0.2% of 330,000 active | AID 504810;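 active = activity change below a set negative limit, meaning inhibition stronger than a set level, cut at about -70% in these data; inconclusive = activity change between two set negative limits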; also: % is scaled to controls: 0 for no effect and ±100 for the full control effect
#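 Freshly harvested TSHR cells receive pin-tooled compound, then EC80 TSH at 4nM final. After 2 hours at 37 deg C, antibody in lysis buffer and cAMP-d2 are added; 30 minutes at ambient temperature precede the HTRF read.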
# Eya2 phos inh: Eya2 (human) phosphatase inhibition | O00167 | recombinant Eya2, OMFP fluorescence dephosphorylation (OMFP is methylfluorescein phosphate) | Potency, µM (titrated, usually from 76.9 µM), for inactives: at the highest dose activity, negative = inhibition, actives largely listed as inhibitors | 0.006% of 330,000 active; also: potency is read from the fitted curve at half-maximal effect; % is scaled to controls: 0 for no effect and ±100 for the full control effect
#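 Eya2 (0.2 uM) preincubated 10 min at ambient with compound, then OMFP substrate added at 50 uM; 10 min reaction in 50 mM HEPES pH 7.5, 50 mM NaCl, 5 uM MgCl2, 0.05% BSA, 1 mM DTT. Fluorescence read at Ex 485/Em 525 nm.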
# AT treatment: potential ataxia-telangiectasia treatments restoring KAP-1 phosphorylation | 0.19% of 320,000 active | AID 485349 | […] A-T fibroblasts, KAP-1 phosphorylation AlphaLISA; neocarzinostatin DNA damage 30 min before lysis | Potency, µM (titrated, usually from 57.5 µM), for the others: at the top dose activation, hits mostly activators; also: potency is read from the fitted curve at half-maximal effect; % of control where 0% means no effect; nearly all actives have a fitted effect of over 45% in size
#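 ATM-like activity read as KAP-1 phosphorylation via AlphaLISA donor/acceptor antibody pairs after lysis and 6 hr at 25C. Cells were ATM-null patient fibroblasts ([…], hTERT), dosed 60 min, then exposed to the DSB inducer NCS for 30 min.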
# KCNH2 3.1 block: inhibitors of human KCNH2 3.1 potassium channel isoform; activity change, % (tested at about 1.8 µM); AID 720553; U2OS KCNH2 3.1, thallium flux FluxOr; hits give low values; 0.95% of 340,000 active;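 active = maximum activity change below -70%; inconclusive = maximum activity change from -70% to -50%; inactive = maximum activity change above -50%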;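 also: thallium influx rate constant from kinetic fluorescence after stimulation buffer; % is scaled to controls: 0 for no effect and ±100 for the full control effect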
#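 U2OS cells transduced with KCNH2 3.1 mutant virus (1.77 x 10^8 /mL, 4 h), plated overnight at 37 C, loaded 45 min with FluxOr dye plus Red40 quencher. Thallium flux rate constant from kinetic reads after stimulation buffer, normalised to controls.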
# USP2a inh: USP2a (human) protease inhibition; O75604; USP2 core, Ub-CHOP2 coupled fluorogenic reporter, 485/531; Potency, µM (titrated, usually from 38.3 µM), without a hit: top-dose activity change, negative = inhibition, actives largely listed as inhibitors; 0.01% of 330,000 active; AID 463254;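 also: potency is read from the fitted curve at half-maximal effect; plate controls were DMSO wells for no effect and full inhibition by NEM control for full effect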
# Target sequence (O75604 whole entry, looked up): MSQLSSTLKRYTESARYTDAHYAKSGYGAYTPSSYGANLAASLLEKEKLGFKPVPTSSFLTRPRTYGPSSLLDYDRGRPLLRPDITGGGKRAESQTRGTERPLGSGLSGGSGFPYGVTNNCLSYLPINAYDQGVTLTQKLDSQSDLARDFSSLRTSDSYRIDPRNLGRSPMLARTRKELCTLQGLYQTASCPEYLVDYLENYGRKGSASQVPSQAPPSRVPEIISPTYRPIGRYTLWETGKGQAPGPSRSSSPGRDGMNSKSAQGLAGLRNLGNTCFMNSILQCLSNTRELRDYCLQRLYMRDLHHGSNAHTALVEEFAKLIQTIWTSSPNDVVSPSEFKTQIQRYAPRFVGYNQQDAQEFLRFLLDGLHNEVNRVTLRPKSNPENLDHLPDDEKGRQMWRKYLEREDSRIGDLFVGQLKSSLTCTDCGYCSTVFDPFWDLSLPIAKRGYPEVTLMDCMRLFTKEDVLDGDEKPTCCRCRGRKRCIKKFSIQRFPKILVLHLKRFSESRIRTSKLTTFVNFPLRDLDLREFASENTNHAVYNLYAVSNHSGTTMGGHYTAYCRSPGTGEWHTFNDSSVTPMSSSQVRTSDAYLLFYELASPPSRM
#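 USP2 core (10nM final) preincubated 30min RT with compound in 20mM Tris-HCl pH 8.0, 2mM CaCl2, 2mM beta-mercaptoethanol, 0.05% CHAPS; 25nM Ub-CHOP2 plus 25nM reporter substrate added, fluorescence (Ex485/Em531) read after 60min.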
# Active calls of the source: *; ? = inconclusive; . = not tested or not shown; & = joins results of further samples; [ ] = remark or other dose. Unless noted, calls follow the shape of the dose curve; as a rule, active = well fitted curve in the direction sought with a large enough effect; inconclusive = small, poorly fitted or top-dose-only effect, or another doubt; inactive = no such curve, though single readings can be large; an effect the other way counts as inactive or inconclusive. Only part of the results is shown; count on the stated rates, not on these rows.
no. | SMILES | TSHR antag | KCNH2 3.1 block | TRPV1 ag | USP2a inh | ELG1 repair inh | hERG WT inh | Eya2 phos inh | AT treatment | Mito fusion act | TCR act
1 | O/N=C/c1cn(-c2ccccc2)nc1-c1ccccc1 | 1 | 11 | ? | -5% | -2% | -4 | 3% | 18% | -15% | -2%
2 | O=S(=O)(c1ccc2c(c1)OCCO2)N1CCC(c2nc3ccccc3s2)CC1 | -1 | -18 | -4 | 5% | ? | 13 | 19% | 1% | 4% | .
3 | CCc1oc(C(=O)O)cc1COC | 3 | 4 | 1 | 0% | 0% | -14 | -2% | -18% | -4% | 3%
4 | COC(=O)c1ccc(N2Cc3ccccc3/C2=N\C(=O)Nc2ccccc2)cc1 | 18 | -22 | 8 | -6% | ? | 0 | -1% | 1% | -1% | 2%[46.1 µM]
5 | O=S(Cc1ccc(Cl)cc1)CC(O)COc1ccc(Cl)cc1 (configuration not stated) | 0 | -13 | 9 | 0% | -1% | -9 | -10% | 9% | 17% | 3%
6 | O=C(COc1ccc(-c2ccccc2)cc1)N1CCCC1 | 7 | -29 | 1 | 9% | -14% | -6 | 10% | -6% | 2% | -1%
7 | COc1ccc(C2CC(c3ccc4ccccc4c3)=NN2C(=O)COC(=O)C2CCC(=O)N2)cc1 (configuration not stated) | -2 | -8 | 1 | -1% | ? | -14 | 0% | -10% | 12% | -2%
8 | CN(C)C(=O)N1CCN(C(=O)c2ccccc2Sc2ccccc2C#N)CC1 | 19 | 4 | . | 0% | 3% | -1 | 18% | 2% | 7% | 6%
9 | COCCCNC(=O)CCc1nc2cccnc2n1Cc1ccccc1 | 7 | -2 | 2 | 2% | 0% | -1 | 3% | 2% | -1% | 3%
10 | COc1ccccc1NC(=O)/C(=C/c1cccc([N+](=O)[O-])c1)c1ccccc1 | -15 | -13 | -2 | 4% | ? | -1 | -1% | -1% | 1% | 2%
11 | O=C(O)Cn1c(CC(=O)N2CCCC2)nc2ccccc21 | -8 | -169* | 1 | 0% | -3% | -19 | 7% | 2% | 1% | -5%
12 | O=C(O)CC/C(=N\NC(=O)c1ccncc1)c1ccccc1 | 29 | -161* | 6 | 0% | 5% | -134* | 9% | -19% | 0% | .
13 | COc1cc(/C=C(\NC(C)=O)C(=O)Nc2ccccc2C)ccc1OC(C)=O | 7 | 0 | -1 | 5% | 14% | 20 | -1% | -4% | -2% | 2%
14 | CCCCOc1ccc(Br)cc1CSC(=N)N | -8 | 14 | 0 | 4% | 23µM* | 1 | 4% | 14% | 7% | 4%[46.1 µM]
15 | C=CCn1c(SCN2C(=O)c3ccccc3C2=O)nc2ccc(Cl)cc2c1=O | 3 | 12 | 3 | 3% | 4% | 4 | -4% | 0% | -2% | 1%[46.1 µM]
16 | COc1ccc(C(=O)NCC(=O)OCC(=O)N2CC(C)CC(C)C2)cc1 (configuration not stated) | 2 | -3 | -4 | -8% | 7% | 7 | -2% | . | -2% | 0%
17 | c1cc(CNC23CC4CC(CC(C4)C2)C3)ccn1 | 6 | 3 | 2 | 9% | -1% | -4 | -3% | -1% | -4% | 0%
18 | COCCOC(=O)c1c(C)nc(SCC(=O)Nc2ccc(C)cc2)c(C#N)c1-c1ccco1 | -26 | -9 | 1 | 2% | ? | -2 | -6% | -1% | 4% | 3%
19 | COc1ccc(CN(C)C(=O)c2ccc(OCC(=O)N3CCOCC3)c(OC)c2)cc1 | 18 | -9 | 0 | 2% | 0% | 5 | -8% | 1% | 3% | 7%
20 | Cc1ccc(NC(=O)CSCC(=O)OCc2cc(=O)oc3cc(O)ccc23)c(C)c1 | -8 | -5 | 1 | -1% | -3% | -1 | 29% | -4% | 1% | -16%
21 | CC1CCCCC1NC(=O)c1nn(C)c(=O)c2ccccc12 (configuration not stated) | 5 | 5 | 10 | -1% | 9% | 4 | -14% | -5% | 0% | -1%[46.1 µM]
22 | CC(NC(=O)/C(C#N)=C/c1cccs1)c1ccccc1 (configuration not stated) | -12 | 2 | 22 | 9% | 2% | -9 | 6% | -3% | 10% | 3%
23 | COc1ccccc1Nc1nc(N2CCOCC2)nc(N2CCOCC2)n1 | 6 | 25 | ? | 3% | 1.6µM* | 0 | -2% | -6% | -1% | 0%&4%
24 | Cc1cc(NC(=O)CCNS(=O)(=O)c2ccc3[nH]c(=O)oc3c2)ccc1Br | -5 | 5 | 1 | 0% | 6% | 1 | 0% | -1% | 3% | 4%
25 | COc1ccc2oc(/C=C/N(C)C)c(C(=O)c3ccc(Cl)cc3)c2c1 | 11 | 6 | -12 | ? | 2% | -1 | 10% | 8% | -1% | 4%
26 | COC(=O)Cn1nc(C)c2ccccc2c1=O | 4 | -2 | -3 | 1% | 6% | -12 | -2% | 4% | -2% | 2%[46.1 µM]
27 | CC(=O)Nc1ccc(NC(=O)C2CCN(c3ccc(C(F)(F)F)cn3)CC2)cc1 | 5 | 8 | -1 | 7% | ? | 7 | 3% | 6% | 5% | -1%
28 | O=C(Cc1ccc(Cl)cc1)N/N=C/c1cccc(O)c1 | 17 | -10 | -3 | 2% | -8% | 4 | 4% | -1% | -2% | .
29 | COc1ccc(N(C(=O)c2ccco2)C(C(=O)NC2CCCC2)c2ccco2)cc1OC (configuration not stated) | -20 | 10 | -3 | 1% | 8% | -4 | -7% | 4% | 26% | 1%
30 | Cc1cc(C)c(S(=O)(=O)c2ccc(C(C)(C)C)cc2)c(Cl)n1 | 22 | -8 | -2 | 0% | 7% | -13 | -2% | 20% | 6% | 2%
31 | Cc1cccc(Cn2nnc3c2C(=O)c2ccccc2C3=O)c1 | 0 | -12 | 2 | 4% | ? | -4 | 8% | 0% | -9% | -2%[46.1 µM]
32 | COC(=O)[C@@]1(C)[C@H]2C(=O)N(Cc3ccccc3)C(=O)[C@H]2[C@H]2CN=C(SCc3ccc(C#N)cc3)N21 | 13 | -39 | . | 0% | ? | -2 | 7% | -1% | . | -1%[46.1 µM]
33 | COc1cccc(CN(Cc2cccnc2)S(=O)(=O)c2ccc(-n3cnnn3)c(C)c2)c1 | -13 | -28 | -3 | -1% | ? | 23 | 11% | 4% | 4% | 4%
34 | CCOc1cccc(C2C(C(=O)c3ccc(C)o3)=C(O)C(=O)N2CCCn2ccnc2)c1 (configuration not stated) | 6 | 17 | 10 | -8% | 0% | -2 | 7% | 0% | 5% | -6%
35 | CC(=O)Nc1ccc(NC(=O)CSc2ncc(C(=O)Nc3ccccc3)c(=O)n2C)cc1 | -3 | -2 | -5 | 2% | ? | -4 | 13% | -14% | -6% | 3%
36 | O=C(COc1ccccc1[N+](=O)[O-])Nc1ccc2oc(=O)ccc2c1 | -1 | 9 | -1 | 1% | 19% | 0 | -10% | 6% | -5% | -3%

# Screening results as filed in PubChem.
